# High-throughput results deposited in PubChem BioAssay by Columbia University Molecular Screening Center.
# E-sel TNF inh – TNF alpha driven E-selectin expression inhibition. AID 1246. inhibition, % at 2 µM. HUVEC TNFa-induced E-selectin immunofluorescence, high content. actives 0.71% (n = 120,000);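 active = inhibition above the batch mean plus 3 SD, and confirmed as a hit on visual image review, cut at about 43% in these data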;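 also: 0% = TNF-stimulated DMSO wells and 100% = unstimulated control wells; not every result past the cut was called active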
# An asterisk follows results filed as active. Not all compounds are listed. The share of hits here may be higher or lower than overall.
E-sel TNF inh	molecule
-17	COc1ccc2oc(=Nc3cc(F)ccc3F)c(C(N)=O)cc2c1
10	COc1ccc(CC2(CO)CCN(Cc3cccnc3)CC2)cc1
3	CCOc1ccc(Nc2nc(Nc3ccc(O)cc3)nc(C)c2[N+](=O)[O-])cc1
-6	O=[N+]([O-])c1cccc(-c2ccc(C(=S)N3CCOCC3)o2)c1
9	CCOC(=O)c1c(NC(=O)C[n+]2ccc(N(C)C)cc2)sc(C)c1C
12	CCN1CCCC1CNC(=O)c1ccc(N2CCOCC2)c(NS(=O)(=O)c2ccc(OC)cc2)c1 (centres undefined)
-19	CS(=O)(=O)N(CC(=O)Nc1ccc(S(=O)(=O)N2CCOCC2)cc1)c1ccccc1Br
10	Cn1/c(=N\NC(=O)C2CCCCC2)sc2ccccc21
-25	COc1ccc(OCCN2C(=O)c3ccccc3C2=O)cc1
-20	CC(C)N(C(=O)CSc1nnc(Cc2ccc3c(c2)OCO3)n1C)C(C)C
17	[O-][n+]1onc2c1CCc1[nH]c(-c3ccccc3)nc1-2
-38	O=C(NCc1nnc(SCC(=O)N2CCCc3ccccc32)o1)c1ccccc1F
12	O=C(CCc1ccccc1)N1CCN(c2ccc([N+](=O)[O-])cc2)CC1
33	O=C1CNC(=O)/C(=C/c2ccco2)N1
-44	CN1CCN(CCC(=O)Nc2ccc(C3CCCC3)cc2)CC1

# Random excerpt: 14 compounds from above.
E-sel TNF inh	molecule
3	CCOc1ccc(Nc2nc(Nc3ccc(O)cc3)nc(C)c2[N+](=O)[O-])cc1
12	O=C(CCc1ccccc1)N1CCN(c2ccc([N+](=O)[O-])cc2)CC1
9	CCOC(=O)c1c(NC(=O)C[n+]2ccc(N(C)C)cc2)sc(C)c1C
12	CCN1CCCC1CNC(=O)c1ccc(N2CCOCC2)c(NS(=O)(=O)c2ccc(OC)cc2)c1 (centres undefined)
-6	O=[N+]([O-])c1cccc(-c2ccc(C(=S)N3CCOCC3)o2)c1
17	[O-][n+]1onc2c1CCc1[nH]c(-c3ccccc3)nc1-2
-38	O=C(NCc1nnc(SCC(=O)N2CCCc3ccccc32)o1)c1ccccc1F
-20	CC(C)N(C(=O)CSc1nnc(Cc2ccc3c(c2)OCO3)n1C)C(C)C
-17	COc1ccc2oc(=Nc3cc(F)ccc3F)c(C(N)=O)cc2c1
10	Cn1/c(=N\NC(=O)C2CCCCC2)sc2ccccc21
-25	COc1ccc(OCCN2C(=O)c3ccccc3C2=O)cc1
-19	CS(=O)(=O)N(CC(=O)Nc1ccc(S(=O)(=O)N2CCOCC2)cc1)c1ccccc1Br
10	COc1ccc(CC2(CO)CCN(Cc3cccnc3)CC2)cc1
33	O=C1CNC(=O)/C(=C/c2ccco2)N1

# (cont.)
E-sel TNF inh	molecule
22	Cc1sc(C(=O)Nc2ccc3ccccc3c2)cc1CC(=O)O
4	CC(C)CNC(=O)COC(=O)CCC(=O)c1ccc(Cl)cc1
0	Cc1nc2cc(NC(=O)Nc3cccc4ccccc34)ccc2n1C
10	Cc1ccc(SCCC(=O)N/N=C/c2cccnc2)cc1
25	COc1ccc(CCNC(=O)CN(CCc2ccccc2)S(C)(=O)=O)cc1OC
-2	O=C(Nc1nc(-c2cccs2)cs1)c1ccco1
11	CC(C)C(C(=O)NCc1ccco1)N(CC1CCCO1)C(=O)CNS(=O)(=O)c1ccccc1 (centres undefined)
7	COc1ccc2c(c1)C(C)=CC(C)(C)N2S(=O)(=O)c1ccc(C)cc1
-9	CCCN1Cc2cccc(C(=O)N3CCN(c4ccc(OC)cc4)CC3)c2C1=O
14	Cc1cccc(Cn2ccc(NC(=O)c3ccc4c(c3)OCO4)n2)c1
-5	O=C(O)c1ccc(N2CC3CC(C2)c2cccc(=O)n2C3)c(NC(=S)Nc2ccc(Cl)cc2Cl)c1 (centres undefined)
20	Cc1cccc(NC(=S)NCCSc2ccc(Cl)cc2)c1
-16	Cn1c2c(c(=O)[nH]c1=O)C(c1ccc(O)cc1)C1=C(N2)c2ccccc2C1=O (centres undefined)
-1	O=C(CSc1ccc(Cl)cc1)N/N=C/c1cccnc1
17	O=C(Nc1ccc(-n2cccc2)cc1)C1CC1
-15	Cc1[nH]nc(N)c1-c1ccc(Cl)cc1
-7	Cc1cc(C)nc(N2CCCC(C(=O)NCc3ccc4c(c3)OCO4)C2)n1 (centres undefined)
27	O=C1CCCN1CCCNS(=O)(=O)c1cccc(F)c1
-20	O=C(CCNC(=O)c1ccccc1)N=Nc1c(O)[nH]c2ccccc12
-47	Cc1nc(CN(C)C(=O)c2cc(COc3ccc4ncccc4c3)on2)cs1
4	O=C(CCc1cnccn1)NC1CCCc2c1cnn2-c1ccc(F)cc1F (centres undefined)
-18	COc1ccc(-c2nsc3c(N4CCCCC4C)ncnc23)cc1 (centres undefined)
-5	Nc1nc(-c2ccco2)nn1S(=O)(=O)c1ccccc1
-10	COc1ccc(-c2[nH]ncc2CN2C[C@@H]3CCC[C@H]2C3)c(F)c1
11	COc1cc(S(=O)(=O)NCCCN2CCOCC2)ccc1-n1cnnn1
-26	O=C(OCn1nnc2ccccc2c1=O)c1ccc(O)cc1
-10	O=C(CSc1ccc(-c2ccccn2)nn1)c1ccc([N+](=O)[O-])cc1
-57	O=C(N/N=C/c1ccncc1)c1ccc(COc2cccc3cccnc23)cc1
-17	CCc1ccc(NC(=O)c2cnc(N3CCN(c4ccccn4)CC3)c3ccccc23)cc1
-21	CN(C)S(=O)(=O)c1ccc(N2CCCC2)c(C(=O)NCC2CCCCC2)c1
-8	O=C(c1ccccn1)N1CC=C(c2ccccc2)CC1
-32	NC1=NC(=O)/C(=C/c2ccsc2)S1
22	Cc1c(NC(=O)COC(=O)c2ccc(S(=O)(=O)N3CCOCC3)cc2)c(=O)n(-c2ccccc2)n1C
17	Cc1nnc(NC(=O)CSc2nccn2-c2ccc(F)cc2)s1
-18	O=C(/C=C/c1ccc(Br)cc1)Nc1ccc(S(=O)(=O)Nc2ncccn2)cc1
-13	CCOC(=O)C(O)(CC(=O)c1ccc(Cl)cc1)C(=O)OCC
-12	Cc1cc(C(=O)NC(=S)Nc2cccc(C(=O)O)c2C)ccc1[N+](=O)[O-]
-13	N#C/C(=C/c1ccc(N2CCOCC2)o1)C(=O)Nc1ccccc1
3	O=C(NC(=S)Nc1cc([N+](=O)[O-])ccc1O)c1cccnc1
-14	CC(=O)c1sc(NC(=O)c2c(F)cccc2F)nc1-c1ccccc1
-2	CN(C)C(=O)c1ccc(NC(=O)COc2ccc([N+](=O)[O-])cc2)cc1
13	COC(=O)c1ccc(-n2ccnc2)cc1
23	CN(C)/C=C/C(=O)c1cccc(C(F)(F)F)c1
6	O=c1[nH]c2ccccc2n2cnnc12
-3	CC1(C)Cc2c(sc3c2c(N)nc(=S)n3Cc2ccccc2)CO1
-27	Cc1ccsc1S(=O)(=O)N1CCCC(CCC(=O)NCc2ccccc2F)C1 (centres undefined)
0	COC(=O)c1ccc(Oc2ccc(C(F)(F)F)cn2)cc1
-3	C#CCNC(=O)C1CCN(c2cc(C)nc(-c3ccccc3)n2)CC1
25	O=C1[C@H]2[C@H](ON3CCCC[C@H]23)C(=O)N1c1ccc(Cl)cc1
1	COc1ccc(Oc2cnc3ccccc3n2)cc1
-78	O=C(Nc1nc2ccc(F)cc2s1)c1ccccn1
-10	COc1cc(OC)cc(C(=O)N[C@H](C(=O)Nc2nc(-c3cc(OC)ccc3OC)cs2)C(C)C)c1
-12	CC(C)OC(=O)C1C(=O)CC(C)(O)C(C(=O)OC(C)C)C1c1cccc([N+](=O)[O-])c1 (centres undefined)
-31	CCOC(=O)c1[nH]ncc1CN1CCCC(C(=O)c2ccc(OC)c(OC)c2)C1 (centres undefined)
-57	COc1ccc(NC(=O)CSc2nnc(CNC(=O)c3ccco3)o2)cc1
14	Cc1ccc2nc(N(CCCN(C)C)C(=O)c3ccco3)sc2c1
-12	NC(=O)N/N=C/C=C/c1ccccc1
-19	Nc1cc(N2CCOCC2)c(Cl)cc1[N+](=O)[O-]
-12	Cc1cc(C)c(C(=O)COC(=O)c2cccnc2Cl)c(C)c1
10	Oc1ccc(/C=N/NC(=S)N/N=C/c2ccc(O)cc2)cc1

# Going on with the list:
E-sel TNF inh	molecule
-16	COc1ccc(C2=NN(c3nc(C)cc(C)n3)C(=O)C2)cc1
-5	CCOc1cc(N2CCOCC2)c(OCC)cc1NC(=O)CN1C(=O)C2CC=CCC2C1=O (centres undefined)
-12	CN(CCc1cnn(C)c1)Cc1cn[nH]c1-c1ccc(-c2ccccc2)cc1
-15	COC(=O)C1=C(NC(=O)c2ccccc2C)CCS1
-42	O=C(Nc1ccc2c(c1)OCCO2)c1oc2ccccc2c1NC(=O)C1CC1
22	COc1ccc(OCC(=O)N/N=C(\CCC(=O)O)c2cccs2)cc1
-5	COc1ccc(C(=O)CCN2CCc3cc(OC)c(OC)cc3C2)cc1
-13	CC(C)CC(=O)N=Nc1c(O)[nH]c2ccccc12
-16	COC(=O)N1CCN(c2ccc(C)c(C)c2)CC1
-13	CC(C)C(=O)Nc1ccc(-c2nc3ccccc3c(=O)o2)cc1
-8	CN(Cc1ccccc1)Cc1nc2scc(-c3ccccc3)c2c(=O)[nH]1
-12	COCc1cc(C)[nH]c(=O)c1C(=O)NC12CC3CC(CC(C3)C1)C2
-17	C[C@@H]1CN(C(=O)c2nc3ccc(Cl)cn3c2CN2CCc3sccc3C2)C[C@H](C)O1
-16	C=CCNC(=S)NC(=O)c1oc2ccccc2c1C
-28	CCc1ccc(OCCCC(=O)Nc2nccs2)cc1
41	O=C(CNc1cccc(Cl)c1)NNC(=S)NCc1ccccc1
-8	CC(=O)c1c(C)[nH]c(C(=O)COC(=O)CCCOc2ccccc2)c1C
-18	O=[N+]([O-])c1ccc(-n2nnnc2-c2ccccc2)cc1
-18	O=C(O)/C=C/C(=O)N(Cc1ccc2c(c1)OCO2)C1CC(=O)N(CCc2ccccc2)C1=O (centres undefined)
-11	COc1ccc(/C=C/C(=O)NC(=S)N2CCN(C)CC2)cc1
-15	Cc1ccc(S(=O)(=O)N2CCN(C(=O)c3ccccn3)CC2)c(C)c1
-7	O=C(COc1ccc(/C=N/NC(=O)c2ccc(O)cc2)cc1)Nc1cccc([N+](=O)[O-])c1
2	CCC(C)(C)c1ccc(Oc2ccc(N)cc2)cc1
11	N#CCC(=O)Nc1ccc(C(=O)OCC(=O)Nc2ccccc2Sc2ccccc2)cc1
10	CCN(CC)S(=O)(=O)c1ccc(N2CCCC2)c(NS(=O)(=O)c2cccs2)c1
-26	CC(C)(C)c1ccc(O)c(N=Cc2cc(Br)ccc2O)c1
-16	CC(C)NC(NC(=O)/C=C/c1ccccc1)C(Cl)(Cl)Cl (centres undefined)
-33	Cc1onc(-c2ccccc2)c1C(=O)N/N=C/c1c[nH]c2ccccc12
-24	COc1ccc(/C=N/NC2=NCCCCC2)c(OC)c1
-19	COc1ccccc1/C(C)=N/NC(=S)NCc1ccccc1
-11	CCOC(=O)c1ccc(NC(=O)C(=O)NCc2ccccn2)cc1
3	O=S(=O)(c1ccccc1)N1CCN=C1SCc1cccnc1
-42	N#CC1=C(N)Oc2nc[nH]c(=O)c2C1c1cccs1 (centres undefined)
-11	COc1ccc(CCn2c(=O)c3cccnc3n(Cc3cccc([N+](=O)[O-])c3)c2=O)cc1OC
3	CS(=O)(=O)N1CCN(C(=O)NC2CCCCC2)CC1
0	Cn1cnc2c(NCc3ccco3)ncnc21
4	CC1(C(=O)O)CCC(C(=O)N2CCCCC2)C1(C)C (centres undefined)
-55	Cn1nnnc1Sc1ccc([N+](=O)[O-])cc1Cl
-62	CCCC(=O)NC(=S)Nc1cccc(Cl)c1N1CCCC1
-30	COc1cc(/C=N/NC(=O)c2ccncc2)ccc1OC(=O)c1ccccc1Cl
-1	Cc1ccc(OCCc2csc(N)n2)cc1
16	NS(=O)(=O)c1ccc(N=Nc2c(O)ccc3ccccc23)cc1
-7	CCn1cc([C@@H]2C[C@H]3CN(Cc4cccc(Cl)c4)C(=O)[C@]34CCCN24)c(C)n1
-1	CCc1cc(-c2onc(C)c2-c2cscn2)c(O)cc1OC
-11	CCc1ccc(NC(=O)CSc2ccccn2)cc1
-3	COC(=O)c1ccccc1-c1ccc(C(c2c(C)[nH][nH]c2=O)c2c(C)[nH][nH]c2=O)o1
12	CNc1nc(N/N=C/c2cc3c(cc2[N+](=O)[O-])OCO3)nc(Nc2ccccc2)n1
-16	Cc1cc(C)nc(SCc2ccc(C(=O)NN=C3CCCC3)cc2)n1
-13	CNC(=O)COC(=O)/C=C/c1cccs1
17	CCNC(=O)NC(=O)C(C)OC(=O)CNS(=O)(=O)c1c(Cl)cc(Br)cc1Cl (centres undefined)
-65	CN(C)c1ccc(NC(=O)C2CCCN(S(=O)(=O)c3ccccc3)C2)cc1 (centres undefined)
-25	CSc1ccc(C(=O)C2CCCN(C(=O)c3ccsc3)C2)cc1 (centres undefined)
-13	Cc1cc(N2CCCC2=O)ccc1S(=O)(=O)NCCOc1ccccc1
-42	COc1ccc(CNC(=O)C/C(C)=N/NC(=O)c2cnccn2)cc1
-31	c1ccc(Cn2c(NCc3ccccn3)nc3ccccc32)cc1
15	COc1ccc(CCNC(=O)CCS(=O)(=O)c2ccc(Br)cc2)cc1OC
6	Fc1ccc(-n2c(CN3CCCCC3)n[nH]c2=S)cc1
-28	COc1cnc(-c2ccccc2)nc1Sc1ccccc1
6	CC/C(=N/NC(=O)CNc1ccc(Cl)cc1C)c1ccccc1
-3	Cc1[nH][nH]c(=O)c1N=Nc1ccc(Cl)cc1

# Other structures:
E-sel TNF inh	molecule
-25	O=C(NCc1ccco1)C(=O)NCC1OCCCN1S(=O)(=O)c1ccc(Cl)cc1 (centres undefined)
-2	O=C(c1ccccc1F)N(Cc1cccnc1)Cc1cc2cc3c(cc2[nH]c1=O)OCCO3
21	O=C1NCC(COc2cccc3ccccc23)O1 (centres undefined)
4	Cn1[nH]c(C(F)(F)F)c(C=NCc2ccc(Cl)cc2)c1=O
-21	COc1ccc2nc(NC(=O)c3ccccc3-c3ccccc3C(=O)O)sc2c1
10	Cc1ccc(N(CC(=O)NCC2CCCO2)C(=O)Cn2nnc(-c3cccs3)n2)cc1 (centres undefined)
19	O=C(Cc1ccccc1)Nc1ccc(F)cc1
-30	CCc1cc2c(=O)n(CCC(C)C)c(=S)[nH]c2s1
-33	Cc1ccc(OCC(=O)Nc2ccccc2N2CCCC2)c(C)c1
24	O=C(Cc1ccccc1)Nc1ccccc1N1CCCC1
13	Cc1ccc(N/N=C2\CS(=O)(=O)N(C)c3ccsc32)cc1
